mcGAS lum – mouse cGAS inhibition by luminescence; Q8C6L5; inhibition, % at 12.5 µM; recombinant cGAS, Kinase-Glo ATP depletion luminescence; 160,000 tested, 0.15% active;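 further: 0% = negative control wells and 100% = reference inhibitor with no enzyme activity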
NPYLR7 ag – activates Aedes aegypti NPYLR7 receptor. HEK293T NPYLR7/Galpha15, GCaMP6s calcium fluorescence. activation, % at 10 µM. 270,000 tested, 0.15% active. AID 1259423; in the data active means activation above about 40%;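 further: 0% = vehicle and 100% = reference agonist at the receptor; some compounds past the cut are filed as inactive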
hcGAS lum – inhibitors of human cGAS; Q8N884; recombinant h-cGAS, ATP depletion, Kinase-Glo luminescence; inhibition, % at 12.5 µM; 290,000 tested, 0.081% active;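 further: 0% = vehicle reaction and 100% = reaction without DNA for no activity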
Target sequence (Q8N884 whole entry, looked up): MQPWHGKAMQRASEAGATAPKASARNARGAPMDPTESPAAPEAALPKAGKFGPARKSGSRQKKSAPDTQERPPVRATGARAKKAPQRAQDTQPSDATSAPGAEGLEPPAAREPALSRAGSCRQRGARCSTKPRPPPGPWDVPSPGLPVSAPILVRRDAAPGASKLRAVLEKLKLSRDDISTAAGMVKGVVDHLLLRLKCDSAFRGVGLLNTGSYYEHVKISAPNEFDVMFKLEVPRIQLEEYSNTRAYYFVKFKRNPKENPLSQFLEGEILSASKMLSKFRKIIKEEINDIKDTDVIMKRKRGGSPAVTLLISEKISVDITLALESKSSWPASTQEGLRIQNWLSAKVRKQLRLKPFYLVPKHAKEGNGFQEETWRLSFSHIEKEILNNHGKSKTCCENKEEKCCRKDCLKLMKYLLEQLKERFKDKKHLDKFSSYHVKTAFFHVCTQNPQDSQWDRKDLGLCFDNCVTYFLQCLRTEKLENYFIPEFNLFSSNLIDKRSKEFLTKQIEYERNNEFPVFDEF
The depositor's hits bear a star; . = not tested or not shown; & = joins results of further samples. Unless noted, no stated cut-off is given here; in the data, active means inhibition above about 40%; inactive means the rest.

[1] Cc1ccsc1CNS(=O)(=O)Cc1ccc(F)cc1
[2] CN(Cc1ccccc1)Cc1nc2c(c(=O)n(C)c(=O)n2C)n1CCCc1ccccc1
[3] Cc1ccc(-c2nc(OCC(C)C)nn2-c2ccc(NC(=O)c3ccc4c(c3)OCO4)cc2)cc1
[4] Cc1ccc(C(=O)N2C[C@H]3C[C@H](O)[C@H](O)C[C@H]3C2)c(=O)[nH]1
[5] COCCn1c(N2CCN(c3ccccc3)CC2)nc2c1c(=O)[nH]c(=O)n2C
[6] COC(=O)C1=C(C)N(Cc2ccccc2)C(=O)NC1c1ccccc1 (centres undefined)

entry no.	1	2	3	4	5	6
hcGAS lum	-12.7	-2.4	-10.5	4.2	-5.1	-2.9
NPYLR7 ag	-1.7	10.6	6.4	.	10.0	3.4
mcGAS lum	.	.	-5.3	-2.0	-4.8	.

[7] O=c1nc2c(-c3cccc(Br)c3)n[nH]n2c2ccccc12
[8] CCSC(C)C(=O)NCc1cccnc1Oc1ccc(C)nc1 (centres undefined)
[9] CC(C)(C)OC(=O)N1CCCC1C(=O)NCCCl (centres undefined)
[10] COc1ccccc1Nc1nnc(SCC(=O)N(C)C2CCCCC2)s1
[11] CCc1ccc(-c2ccc(C(=O)NN3CCCCC3=O)o2)cc1
[12] CCSc1nc(N2CCCCC2)c2cnn(CCNC(=O)c3cccs3)c2n1

entry no.	7	8	9	10	11	12
hcGAS lum	1.0	-0.4	-7.7	2.1	-0.7	11.8
NPYLR7 ag	-8.0	-2.2	.	0.9	-21.3	2.4
mcGAS lum	2.4	.	-5.0	.	.	0.3

Compounds from the list above with an NH in an aromatic ring (3):
[4] Cc1ccc(C(=O)N2C[C@H]3C[C@H](O)[C@H](O)C[C@H]3C2)c(=O)[nH]1
[5] COCCn1c(N2CCN(c3ccccc3)CC2)nc2c1c(=O)[nH]c(=O)n2C
[7] O=c1nc2c(-c3cccc(Br)c3)n[nH]n2c2ccccc12

entry no.	4	5	7
hcGAS lum	4.2	-5.1	1.0
NPYLR7 ag	.	10.0	-8.0
mcGAS lum	-2.0	-4.8	2.4

Next part:
[13] CC(C)c1[nH]n(-c2ccc(Cl)cc2)c(=O)c1C1=C([n+]2ccccc2)C(=O)N(c2ccccc2F)C1=O
[14] N#Cc1cc(Cl)c2c(c1)OCCO2
[15] Cc1ccc(C2=NN(C(=O)CN3CCCC3)C(c3ccccc3C)C2)cc1C (centres undefined)
[16] COc1ccc(C(=O)NCCc2c[nH]c3ccccc23)cc1Br
[17] Oc1cccc(N=Cc2nc(-c3ccc(Cl)cc3)oc2O)c1
[18] CC(C)Cc1nc(N2CCN(C(=O)c3ccccc3Br)CC2)c2c(-c3cccc(C(F)(F)F)c3)noc2n1

entry no.	13	14	15	16	17	18
hcGAS lum	-6.6	11.1	-1.9	-4.4	-2.2	-8.7
NPYLR7 ag	3.9	-0.9	-10.5	-3.9	2.0	23.3
mcGAS lum	-5.3	.	0.9	.	-3.3	-8.8

[19] O=C1C2(c3ccccc3)CN(CCCO)CC1(c1ccccc1)CN(CCCO)C2
[20] CC(=O)Nc1ccc(OCC(=O)N(CC(F)(F)F)C(C)C2CC2)cc1 (centres undefined)
[21] Cc1cc(C)cc(NC(=O)Nc2ccc(Nc3ccc(-n4cccn4)nn3)cc2)c1
[22] COCCOC1CCN(Cc2ccc(Br)c(F)c2)CC1
[23] Cn1c(=O)c2c(SC3CCCC3)nc(-c3cccc(F)c3)nc2n(C)c1=O
[24] c1coc(CNCc2ccc(N3CCCCC3)cc2)c1

entry no.	19	20	21	22	23	24
hcGAS lum	-4.2	-6.2	-5.4	-10.4	-1.7	0.9
NPYLR7 ag	-1.3	2.7	5.8	-0.5	-6.9	0.3
mcGAS lum	.	.	-8.3	.	-2.8	-2.5

[25] Cc1nc2cc(NC(=O)CCC3CCCC3)ccc2s1
[26] CCOc1ccccc1N1CCN(CC(=O)Nc2ccc3c(c2)OC(F)(F)O3)CC1
[27] Cc1cc(=O)[nH]c(Sc2c(-c3ccccc3)c3cc([N+](=O)[O-])ccc3[nH]c2=O)n1
[28] CC1CCCN1C(=O)c1ccc(OC(CCN2CCOCC2)c2cccs2)cc1 (centres undefined)
[29] C=CCN(Cc1nc2sc(C)c(C)c2c(=O)[nH]1)CC(C)O (centres undefined)
[30] Cc1ccc(-c2cn[nH]c2C2CCCN(C(=O)c3ccc(=O)[nH]n3)C2)cc1 (centres undefined)

entry no.	25	26	27	28	29	30
hcGAS lum	-6.0	-10.2	-2.7	-9.6	-5.2	-2.6
NPYLR7 ag	-5.6	-0.6	-1.4	0.1	12.2	4.4
mcGAS lum	.	.	.	.	-4.9	.

[31] O=S(=O)(c1cccc(Br)c1)N1CCc2ccccc21
[32] CNC(=O)CCN(C)S(=O)(=O)Cc1ccccc1C(F)(F)F
[33] C=CCc1ccccc1Oc1cc(OC)nc(N)n1
[34] CC(C)c1ccc(NC2CCCN(C(=O)CCN3Cc4ccccc4C3=O)C2)cc1 (centres undefined)
[35] Cc1cccc2ncnc(N[C@@H](CC(C)C)C(=O)NCCO)c12
[36] CC1CCC(NC(=O)c2cccnc2NC(C)C)CC1 (centres undefined)

entry no.	31	32	33	34	35	36
hcGAS lum	-2.6	5.1	1.8	2.5	-11.2	-3.0
NPYLR7 ag	4.2	5.2	-13.4	-3.9	3.5	-10.2
mcGAS lum	.	-2.8	-3.5	.	.	-4.5

[37] CCOC(=O)c1ccc2c(c1)nc(SCc1c(F)c(F)c(C(F)(F)F)c(F)c1F)n2Cc1ccco1
[38] O=C(NCc1ccc2c(c1)OCO2)c1cc(Cn2ccc3ccccc32)[nH]n1
[39] CCOC(=O)c1nn(-c2ccccc2)c(=O)cc1OCC(=O)Nc1ccccc1C
[40] O=C1OCC(CO)(CO)N=C1NNc1ccc([N+](=O)[O-])cc1
[41] Cc1cc(C)c(C(C)Sc2nnnn2C)c(C)c1 (centres undefined)
[42] CC(C)Cn1c(CN2CCC(N3CCSCC3)CC2)cnc1S(C)(=O)=O

entry no.	37	38	39	40	41	42
hcGAS lum	0.0	-8.6	-0.2	4.0	-8.0	-8.4
NPYLR7 ag	1.7	16.5	9.5	4.3	7.0	-1.8
mcGAS lum	-3.1	-12.6	.	-3.1	.	-9.0

[43] COCC(=O)Nc1ccc(-c2c(-c3cccc(F)c3)nn(-c3ccc(C)cc3)c2OC(C)=O)cc1
[44] CCCOCCn1nc(C2CCCNC2)n(CC)c1=O (centres undefined)
[45] CCOc1ccccc1N1CCN(C(=O)c2csc(CSc3nnc(-c4cccc(OC)c4)n3-c3ccccc3)n2)CC1
[46] O=C1CCCN1CCC1CCN(C(=O)c2cn(Cc3cccc4ccccc34)nn2)CC1
[47] CCc1ccc(NC(=O)Cn2cnc3c(nnn3Cc3ccc(C)cc3)c2=O)cc1
[48] Cc1cc(C(=O)N2CCCC(C(=O)Nc3cccc(-c4ccc(F)cc4)c3)C2)n(C)n1 (centres undefined)

entry no.	43	44	45	46	47	48
hcGAS lum	0.3	2.0	-1.2	-6.6	-3.1	-5.0
NPYLR7 ag	17.0	3.1	18.6	-2.2	5.5	-0.2
mcGAS lum	-3.3	1.1	-6.2	-8.8	.	.

[49] O=C(Cc1cccs1)N1C2CCC(O)(CC2)C1CO (centres undefined)
[50] CCc1cc(OCC(=O)Nc2cccc(F)c2)ccc1Cl
[51] CC(C)N(CCN1C(=O)CSC1c1ccccc1Cl)C(=O)c1ccc(F)cc1 (centres undefined)
[52] Cc1nc(-c2ccccc2)sc1C(=O)NCCOc1ccc(-c2cccs2)nn1
[53] CN(C)c1ccc(NC(=O)C2CCC2)cc1CN(CC1CC1)S(=O)(=O)c1ccc(F)cc1
[54] O=C(Nc1ccccc1)C1CCCN1C(=O)CCc1cccs1 (centres undefined)

entry no.	49	50	51	52	53	54
hcGAS lum	-0.5	-9.1	-4.1	-8.4	-6.6	-14.8
NPYLR7 ag	0.1	19.0	-0.6	-5.0	13.3	10.9
mcGAS lum	-4.4	-14.4	-6.0	-6.1	-3.5	-6.5

[55] C=CCON1C(=O)C2C3OC(C2C1=O)C1C3C2(Cl)C(Cl)=C(Cl)C1(Cl)C2(Cl)Cl (centres undefined)
[56] CCc1ccc(N2C(=O)C3N=NN(c4cc(C)cc(C)c4)C3C2=O)cc1 (centres undefined)
[57] COCCNC(=O)CSc1nc(-c2ccc(Cl)cc2)nc2c1c(=O)n(C)c(=O)n2C
[58] COc1cc(-c2ccc(SCC(=O)c3ccccc3)nn2)cc(OC)c1OC
[59] CCn1cc(NC(=O)NCCNC(C)=O)c2ccccc21
[60] N#Cc1ccccc1N=Nc1c(-c2ccccc2)[nH]n(-c2ccc([N+](=O)[O-])cc2)c1=O

entry no.	55	56	57	58	59	60
hcGAS lum	-3.7	-9.7	-4.4	-8.7	1.1	0.3
NPYLR7 ag	0.4	.	-3.5	10.2	15.4	-22.8
mcGAS lum	-1.8	-9.7	-7.6	.	.	1.4

[61] Cc1nc(CNc2cccc(OCC(F)(F)F)c2)cs1
[62] Cc1c(Cl)ccc2sc(N(Cc3ccccn3)C(=O)CS(=O)(=O)c3ccc(F)cc3)nc12
[63] COc1ccc(-n2nnc3c(=O)n(CC(=O)N4CCc5ccccc54)cnc32)cc1
[64] CC(C)c1ccc(Cc2nnc(N3CCCC3)[nH]c2=O)cc1
[65] COc1ccc(CN2CC(O)CN(S(=O)(=O)c3cccs3)CC2=O)cc1 (centres undefined)
[66] COc1ccc(NC(=O)Nc2cccc3[nH]c([C@H]4C[C@H](O)[C@@H](CO)O4)nc23)cc1OC1CCCC1

entry no.	61	62	63	64	65	66
hcGAS lum	-10.4	-7.1	-3.5	-4.7	1.6	-6.1
NPYLR7 ag	9.8	0.0	7.5	8.7	-1.6	16.7
mcGAS lum	.	-5.8	.	.	1.2	-4.3

Grouped by structure, the compounds so far containing a cyano group
[14] N#Cc1cc(Cl)c2c(c1)OCCO2
[60] N#Cc1ccccc1N=Nc1c(-c2ccccc2)[nH]n(-c2ccc([N+](=O)[O-])cc2)c1=O

entry no.	14	60
hcGAS lum	11.1	0.3
NPYLR7 ag	-0.9	-22.8
mcGAS lum	.	1.4

More results:
[67] COCC1CN(Cc2c(C)n[nH]c2C)CC12CCNCC2 (centres undefined)
[68] CCOC(=O)c1cnc(-c2ccc(C(F)(F)F)cc2)nc1NCC1COc2ccccc2O1 (centres undefined)
[69] CS(=O)(=O)c1ccc(NC(=O)c2cc(F)cc(F)c2)cc1Cl
[70] CC(C)(C)c1ccccc1SCc1ccc(C(=O)N2C3CCC2CC(Oc2ccc4c(c2)OCO4)C3)cc1 (centres undefined)
[71] CC(C)C1CN(C(=O)c2cc3sccc3[nH]2)CCC(=O)N1CC1CC1 (centres undefined)
[72] O=C(O)c1ccc(/C=C2/SC(=S)N(c3cccc(C(F)(F)F)c3)C2=O)cc1

entry no.	67	68	69	70	71	72
hcGAS lum	-7.2	-7.2	-0.6	-16.4	-4.4	-6.5
NPYLR7 ag	.	4.7	-0.5	5.9	.	2.4
mcGAS lum	-2.9	-5.5	.	-8.7	-13.0	4.9

[73] CCCCNC(=O)C1(C)CCN1C(=O)Cc1ccc(OC)cc1 (centres undefined)
[74] CN(C)c1ncc(CN2CCCC(CO)(Cc3cccc(Cl)c3)C2)s1 (centres undefined)
[75] COc1ccccc1OCC1CN(C(=O)Cc2cccc(Cl)c2)CCO1 (centres undefined)
[76] CCn1nc(C)c(NC(=O)CN(C)C(C)c2ccc3c(c2)OCCO3)c1C (centres undefined)
[77] O=C(NCc1ccccn1)C1CCN(S(=O)(=O)NCc2ccccc2)CC1
[78] Cn1c(NNC(=O)c2c(F)cccc2F)cc(=O)n(C)c1=O

entry no.	73	74	75	76	77	78
hcGAS lum	-8.0	-5.3&-2.5	-8.3	-0.8	-5.2	-5.9
NPYLR7 ag	-1.5	3.8&9.4	-8.7	12.1	0.4	0.4
mcGAS lum	-5.2	-2.5	-7.1	.	.	-6.8

[79] Cc1ccc(C)c2sc(N3CCN(C(=O)C4CCCCC4)CC3)nc12
[80] Cc1cc(S(=O)(=O)N2CCN(c3cccc(C)c3C)CC2)ccc1F
[81] C[C@@]1(O)CCN(C(=O)c2ccc(=O)[nH]c2)C[C@@H]1Cc1ccccc1
[82] Cc1ccc(C(=O)Nc2cc(NC(=O)CCN3CCCCO3)ccc2C)cc1
[83] COc1ccc(OC)c(N2CC(c3nc4ccccc4n3Cc3ccccc3F)CC2=O)c1 (centres undefined)
[84] CNc1c(NC(=O)c2sc3ccccc3c2Cl)c(=O)oc2ccccc12
[85] CCOC(=O)C1CCCN(C(=O)c2ccc(CSc3nc(COC)cc(N4CCOCC4)n3)cc2)C1 (centres undefined)
[86] O=C(O)C1CCN(C(=O)c2ccco2)CC1
[87] O=C(NCc1ccccn1)c1cccc(OC2CCN(C(=O)Cn3cncn3)CC2)c1

entry no.	79	80	81	82	83	84	85	86	87
hcGAS lum	-4.7	0.2	-4.1	-8.7	-6.5	-9.6	-6.1	-5.7	1.2
NPYLR7 ag	7.8	4.6	3.3	11.4	0.2	11.9	14.0	2.1	10.3
mcGAS lum	-7.1	.	.	.	-9.4	.	-4.8	.	.

Source: PubChem BioAssay (Fisher Drug Discovery Resource Center)
